Source: PubChem (several laboratories)
AddAB inh: growth inhibition of E. coli expressing H. pylori AddAB, primary screen, AddAB inhibitor project, absorbance; AID 435030, 2010; inhibition, % at 11.9 µM; hit rate 0.29% among 330,000; in the data active means inhibition above about 12%;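 further: 0% = vehicle wells of infected cells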
MITF act: activators of MITF-driven TRPM1 promoter reporter, primary screen, cell-based, SK-MEL-5, luciferase, single point; hit rate 0.75% among 300,000; AID 588334, 2011; activation, % at 12.5 µM; SK-MEL-5 TRPM1-promoter luciferase, 24 h; % of positive control, neutral wells = 0;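 active means mean activation of at least 80% with every replicate also reaching 80%; inconclusive means mean reaches 80% but some replicate falls short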;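 further: 0% = neutral control wells and 100% = parthenolide positive control wells; values of inactives mirror those of a sister screen read the other way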
CAL PDZ FP-1: CAL PDZ peptide-binding inhibitors, primary screen, biochemical, fluorescence polarization, Cer-tagged CAL PDZ, HTS. purified CAL PDZ, TMR-peptide fluorescence polarization, 1 h. inhibition, % at 20 µM. hit rate 0.02% among 330,000. AID 504414, 2011;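 active means highest replicate inhibition of at least 40%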;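 further: plate controls were DMSO neutral control wells for no effect and unlabeled competitor peptide control wells for full effect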
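Material: tagged CAL PDZ protein CerCALP, purified; buffer or medium: sodium phosphate/NaCl buffer pH 7.4 with TCEP, IgG, Thesit; also added: fluorescent TMR peptide probe; schedule: 1 h incubation at room temperature before polarization reading; technique: fluorescence polarization from S- and P-plane intensities, G-factor corrected; control set: unlabelled peptide and DMSO controls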
Tat transport: E. coli Tat export inhibitors, primary screen, MC4100, TorA-mCherry reporter, fluorescence, single point. inhibition, % at 10 µM. AID 488895, 2010. hit rate 0.036% among 340,000;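 active means mean replicate inhibition at least 50% and at least half of replicates individually reaching 50%; inconclusive means only one of the two criteria met; inactive means neither criterion met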;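 further: exported cargo escapes ClpAP degradation while cytoplasmic cargo is degraded and loses fluorescence; 0% = median of neutral control wells and 100% = median of NaSCN control wells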
SR-BI DiI-HDL act: activators of SR-BI mediated DiI-HDL uptake, primary screen, ldlA[mSR-BI] CHO cells, DiI fluorescence. 3 h; 100 = double the neutral-control signal. AID 504775, 2011. hit rate 0.096% among 320,000. activation, % at 12.5 µM;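 active means mean replicate activation of at least 60% and every replicate at or above 60%; inconclusive means mean or all-replicate condition met, but not both; inactive means mean below 60% and not all replicates reaching 60%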;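 further: 0% = median plate neutral-control signal and 100% = twice that signal; values of inactives mirror those of a sister screen read the other way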
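Assay system: LDL receptor-deficient CHO ldlA cells overexpressing murine SR-BI / Medium: BSA-supplemented, HEPES-buffered Ham's F12, pH 7.4 / Probe or stimulus: DiI-labelled HDL at 10 µg/mL final / Timing: compound with DiI-HDL co-incubation, 3 h at 37 °C / Technique: bottom-read cell fluorescence after medium removal, ex 550/em 595 nm / Measure: HDL uptake via cellular fluorescence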
phage Ecoli inh: growth loss of phage-infected E. coli, primary screen, RecBCD inhibitor project, absorbance, with phage, HTS. hit rate 0.26% among 360,000. inhibition, % at 11.9 µM; in the data active means inhibition above about 11%
CAL PDZ FP-2: untagged CAL PDZ binding inhibitors, primary screen, biochemical, fluorescence polarization, HTS | AID 602252, 2012 | Golgi-associated PDZ and coiled-coil motif-containing protein (Homo sapiens), Q9HD26 | purified CAL PDZ, TMR-peptide fluorescence polarization, 1 h | hit rate 0.92% among 300,000 | inhibition, % at 24.9 µM;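 active means mean inhibition of at least 30% with at least half of replicates also reaching 30%; inconclusive means no clear call, values can overlap the other calls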;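 further: 0% = DMSO neutral control and 100% = excess unlabeled competitor peptide PRC23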
Wnt bcat act: Wnt/beta-catenin pathway activators, primary screen, cell-based, plate reader, single point. Wnt/beta-catenin reporter cell assay, activator. activation, % at 9.35 µM. hit rate 1.2% among 300,000; in the data active means activation above about 30%, passing the limit was not always enough; inconclusive means no clear call, values can overlap the other calls;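 further: 0% = neutral control wells and 100% = positive control wells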
SR-BI HDL uptake: inhibitors of SR-BI mediated HDL lipid uptake, primary screen, ldlA[mSR-BI] cells, fluorescence, single point; Scavenger receptor class B member 1 (Mus musculus), Q61009; ldlA[mSR-BI] CHO cells, DiI-HDL uptake fluorescence, 3 h; inhibition, % at 12.5 µM; hit rate 0.96% among 320,000; AID 488896, 2010;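 active means mean replicate inhibition of at least 70% and a set share of replicates each scoring 70 or more; inconclusive means meets just one of the two criteria; inactive means fails both criteria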;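 further: 0% = median of neutral control wells and 100% = median of positive control wells; values of inactives mirror those of a sister screen read the other way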
Target sequence (Q61009 whole entry, looked up): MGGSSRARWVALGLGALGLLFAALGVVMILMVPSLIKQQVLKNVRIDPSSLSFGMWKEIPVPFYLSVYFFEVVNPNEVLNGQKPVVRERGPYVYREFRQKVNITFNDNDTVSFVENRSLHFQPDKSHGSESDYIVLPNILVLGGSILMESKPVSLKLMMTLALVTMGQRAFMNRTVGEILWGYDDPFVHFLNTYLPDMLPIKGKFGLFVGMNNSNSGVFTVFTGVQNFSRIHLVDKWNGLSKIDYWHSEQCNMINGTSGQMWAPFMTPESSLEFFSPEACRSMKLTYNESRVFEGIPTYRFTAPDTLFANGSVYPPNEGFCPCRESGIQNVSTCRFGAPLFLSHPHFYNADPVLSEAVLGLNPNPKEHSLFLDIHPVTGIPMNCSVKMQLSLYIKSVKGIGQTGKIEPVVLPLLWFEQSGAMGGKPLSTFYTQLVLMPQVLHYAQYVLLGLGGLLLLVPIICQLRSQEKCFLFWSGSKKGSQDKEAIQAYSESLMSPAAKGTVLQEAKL
E coli growth: E. coli V3065 growth inhibition, primary screen, counter-screen for AddAB inhibitor project, absorbance, OD600; 18 h; inhibition, % at 11.9 µM; hit rate 0.27% among 330,000; AID 449728, 2010;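 active means inhibition above the campaign's mean inhibition across all tested compounds plus 3 SD, cut at about 9.9% in these data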;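 further: uninfected addAB+ strain grown without phage in ampicillin broth; 0% = DMSO wells and 100% = ciprofloxacin 0.95 µg/ml wells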
Active calls of the source: *; ? = inconclusive; . = no result given.

SMILES	AddAB inh	MITF act	CAL PDZ FP-1	Tat transport	SR-BI DiI-HDL act	phage Ecoli inh	CAL PDZ FP-2	Wnt bcat act	SR-BI HDL uptake	E coli growth
Cc1c(Cl)c([N+](=O)[O-])nn1Cc1ccc(C(=O)NN)o1	1.9	.	0.0	-3	12	1.7	.	0	-12	-0.4
Cc1ccc(C)c(N2CCN(C(=O)CCCn3c(=S)[nH]c4cc5c(cc4c3=O)OCO5)CC2)c1	0.9	0	-1.5	0	-38	-1.5	.	.	38	1.4
C=CCNC(=O)COC(=O)c1ccc(Cl)c(S(=O)(=O)N(Cc2ccccc2)c2ccccc2)c1	0.4	-1	-3.3	9	8	2.9	-8	0	-8	-1.6
O=C(N[C@@H](Cc1ccccc1)C(=O)OCC(=O)N1CCOCC1)c1cccs1	0.0	-5	-2.3	-2	5	-1.4	6	1	-5	1.0
CCN(c1ccccc1)S(=O)(=O)c1ccc(C(=O)N(CCCN(C)C)c2nc3cc4c(cc3s2)OCO4)cc1	-1.3	6	-1.0	10	36	1.2	10	-2	-36	-4.4
FC(F)(F)c1cccc(-c2noc(CN3CCOCC3)n2)c1	0.5	29	-0.3	-2	-11	5.2	-3	6	11	0.4
CNS(=O)(=O)c1cccc(C(=O)OCC(=O)c2ccc3[nH]c(=O)[nH]c3c2)c1	2.1	0	-1.3	11	-3	3.2	.	-3	3	1.4
Cc1cccc(NC(=O)CCSc2nnc(Cc3ccccc3)o2)c1	1.0	-9	0.0	2	-21	1.3	4	-2	21	0.4
COc1ccc2[nH]c(C(=O)O)c(CCN3C(=O)c4cccc([N+](=O)[O-])c4C3=O)c2c1	-0.8	5	-2.6	2	.	1.0	-3	1	.	-2.1
Cc1ccc2nc(N(CCN(C)C)C(=O)C3=COCCO3)sc2c1	-0.9	28	-2.3	-6	4	4.0	1	-3	-4	0.4
Cc1nn(C)c(C)c1S(=O)(=O)N(CC(=O)NCCN1CCOCC1)c1ccc(C(C)C)cc1	-0.2	-4	-0.8	3	11	0.8	.	-6	-11	0.3
CCCCOc1ccc(C(O)(CCC)CCN2CCOCC2)cc1 (centres undefined)	0.5	-4	0.3	2	10	3.8	-2	.	-10	-0.5
COCCN(C(=O)c1ccc(OCC(C)C)cc1)c1c(N)n(Cc2ccccc2)c(=O)[nH]c1=O	2.2	0	-3.2	-11	15	4.4	-2	1	-15	-0.9
O=C(CCc1nc2ccccc2[nH]c1=O)OCC(=O)N1CCc2ccccc21	-0.1	.	.	-1	-20	2.5	7	-5	20	-0.4
O=C(COC(=O)c1ccc2c(c1)OCCO2)NCCC1=CCCCC1	3.2	.	-1.0	-2	-3	1.3	-1	-4	3	1.2
Cc1cccc(NC(=O)CNCC(=O)Nc2cccc(C)c2C)c1C	1.4	0	-0.1	4	13	-2.3	-3	0	-13	0.0
CC(C)n1c(CNC(=O)c2ccccc2F)nnc1SCC(=O)NC1CCCCC1	.	8	-0.8	6	8	5.3	.	-3	-8	.
CC1(C)COC(c2cccc([N+](=O)[O-])c2)OC1	.	8	0.5	0	-11	2.5	6	0	11	.
COCCN(C(=O)COC(=O)Cc1cccc2ccccc12)c1c(N)n(Cc2ccccc2)c(=O)[nH]c1=O	2.3	0	-3.1	2	-6	0.6	-5	1	6	-2.0
O=C1C=C(c2ccc(OC(F)(F)F)cc2)C[C@@H](c2ccc(F)cc2)C1	3.3	15	0.4	10	-12	.	-2	.	12	1.6
CSc1ccccc1NC(=S)NC1CCCCC1	-3.2	14	-0.8	5	35	2.6	2	-1	-35	-3.1
CC(C(=O)N1CCc2ccccc21)N(C)CC(=O)Nc1cccc(F)c1 (centres undefined)	0.3	-7	-0.2	-14	7	0.8	-1	-4	-7	1.2
CC(C)NC(=O)CN1C(=O)C(C)(C)Oc2ccc(C(=O)NC3CCCCC3)cc21	1.7	3	-0.5	-1	12	1.7	-2	-2	-12	-1.2
O=C(CSCc1ccc(F)cc1)Nc1ccccc1	0.6	-2	0.6	4	9	1.6	0	.	-9	-2.0
COC(=O)c1cccc(N(C(=O)c2ccco2)C(C(=O)NC2CCCC2)c2ccc(N3CCOCC3)cc2)c1 (centres undefined)	4.2	10	-1.1	3	8	2.3	2	-2	-8	-2.0
NS(=O)(=O)c1ccc(NC(=O)c2ccc(-c3ccccc3)cc2)cc1	.	-4	0.0	-13	-5	-0.6	-4	-5	5	.
O=C(c1ccc2c(c1)OCO2)C1CCCN(Cc2ccc3cccc(F)c3n2)C1 (centres undefined)	0.2	3	-2.9	-6	2	2.3	-3	-4	-2	-0.3
CCOc1nc(C)ccc1-c1noc(CC)n1	0.8	.	-2.1	3	14	3.1	-2	.	-14	1.4
O=C(CN1CCN(C(=O)CN2C(=O)NC3(CCCC3)C2=O)CC1)Nc1cccc(F)c1	0.3	6	-0.8	-7	23	1.3	-4	0	-23	1.2
O=C(NC1CCCCC1)NC1CCN(S(=O)(=O)Cc2ccccc2)CC1	5.1	-2	-2.9	-8	17	0.3	-8	-10	-17	0.1

Next part (two carried over from the part before).
SMILES	AddAB inh	MITF act	CAL PDZ FP-1	Tat transport	SR-BI DiI-HDL act	phage Ecoli inh	CAL PDZ FP-2	Wnt bcat act	SR-BI HDL uptake	E coli growth
O=C(CN1CCN(C(=O)CN2C(=O)NC3(CCCC3)C2=O)CC1)Nc1cccc(F)c1	0.3	6	-0.8	-7	23	1.3	-4	0	-23	1.2
O=C(NC1CCCCC1)NC1CCN(S(=O)(=O)Cc2ccccc2)CC1	5.1	-2	-2.9	-8	17	0.3	-8	-10	-17	0.1
CCc1ccccc1-n1c(SCC(=O)Nc2ccc3c(c2)OCCO3)nc2[nH]ncc2c1=O	2.8	-29	-1.5	2	-34	2.5	0	.	34	0.7
COCCCN(CC(=O)Nc1ccc(N2CCOCC2)cc1)S(=O)(=O)c1ccc(Cl)cc1	0.8	4	-0.5	0	7	-1.9	-8	-1	-7	-0.3
Clc1cccc(Cl)c1COc1ccccn1	4.8	.	-1.2	-2	8	2.3	-4	-2	-8	0.0
CCCn1c(SCC(=O)N2c3ccc(F)cc3CCC2C)nnc1-c1ccccn1 (centres undefined)	0.5	.	-0.2	-1	-33	1.9	-8	0	33	0.7
O=C(Nc1cc(C(F)(F)F)ccc1Cl)c1cccnc1	2.4	7	-24	-3	-6	1.2	-6	1	6	1.9
COc1ccc(C(CNC(=S)NCc2ccccc2)N2CCCC2)cc1 (centres undefined)	4.2	1	-0.7	5	15	4.7	-2	-1	-15	0.7
Cc1onc(-c2ccccc2Cl)c1C(=O)N1CC(C)CC(C)C1 (centres undefined)	2.2	-9	-1.2	0	10	2.2	8	2	-10	-0.4
COc1ccc(O)c(-c2cc(C(F)(F)C(F)F)nc(-c3ccccc3)n2)c1	1.1	20	-0.3	-1	-18	0.3	-2	.	18	0.9
CC(C)(C)OC(=O)C[C@@H]1C/C=C\C[C@H](CC(=O)NCCO)C(=O)N2CCC[C@H]2COC1=O	2.2	3	0.0	-7	21	0.1	-2	0	-21	0.0
CC1CCCN(C(=S)NC2CCCC2)C1 (centres undefined)	1.1	6	0.1	3	11	5.4	-1	28	-11	2.6
CN(C)Cc1c(O)ccc2occ(C(=O)c3ccc(F)cc3)c12	0.2	1	-0.1	4	10	2.8	3	-2	-10	0.2
Cc1ccc(C2CCN(C(=O)Nc3ccccc3)C2)cc1 (centres undefined)	0.3	?	-1.5	9	-22	-0.7	-5	.	22	0.7
Cc1oc2nc(SCCCC(=O)NCCCO)nc(N)c2c1C	1.0	-12	-2.7	6	-12	-0.3	-3	.	12	0.0
CCOC(=O)C1=NN(C(C)=O)C2(CC(=O)N(c3ccc(C)c(C)c3)C2=O)C1 (centres undefined)	5.0	4	-0.1	-5	13	2.1	-3	.	-13	1.6
COc1ccc(N(CC(=O)NCc2ccc(F)cc2)S(=O)(=O)c2c(C)noc2C)cc1	2.0	6	-2.1	10	.	3.4	1	-2	-22	-0.8
CC(NC(=O)CC1Sc2ccccc2NC1=O)c1ccccc1 (centres undefined)	4.4	-5	-0.2	17	59	1.4	-4	-11	-59	-1.3
CN1C(=O)[C@@H]2C[C@@]3([C@@]45C[C@H]6C(=O)N(C)[C@@H](Cc7ccccc7)C(=O)N6[C@@H]4Nc4ccccc45)c4ccccc4N[C@H]3N2C(=O)[C@@H]1Cc1ccccc1	-0.8	2	-0.7	4	32	1.1	-1	6	-32	-1.1
COc1ccc(S(=O)(=O)Nc2ccccc2C(=O)Nc2nc(-c3ccc(F)cc3)cs2)cc1OC	-1.4	-2	0.1	-4	-45	5.4	-4	.	45	-2.1
O=C(NC1CC1)c1ccc(CSCc2cccc(F)c2)o1	0.8	.	-1.2	-5	6	0.5	-1	1	-6	-0.2
C/C(=N\NC(=O)c1ccc(C)cc1)c1c(C)[nH]n(-c2ccccc2)c1=O	.	-18	.	6	-125	-0.1	-5	0	125*	.
CN(Cc1nc(-c2cnccn2)no1)CC(O)c1ccccc1 (centres undefined)	-0.3	11	2.5	4	41	0.6	-1	5	-41	-0.1
Nc1cccc(Oc2ccc3c(c2)C(=O)N(CCO)C3=O)c1	.	.	-0.2	-7	-2	0.6	-6	-1	2	.
COc1ccc(S(=O)(=O)Cc2ccc(C(=O)N3CCCC3)o2)cc1	3.9	3	-0.3	7	4	1.8	.	-6	-4	-1.8
Cc1cccc(CNC(=O)C2CCC(=O)N(C3CC3)C2)c1 (centres undefined)	1.5	10	-2.4	-1	20	2.3	-2	0	-20	2.5
COc1cccc(C(=O)NN2C(=O)C3C4C=CC(O4)C3C2=O)c1 (centres undefined)	3.9	-15	-0.3	7	19	1.9	-3	.	-19	1.0
Cc1ccc(CC(NC(=O)c2ccc(C)cc2)C(=O)O)cc1 (centres undefined)	2.3	11	0.1	-13	20	2.9	-2	-3	-20	-0.4
O=C(c1ccc(Cl)c(S(=O)(=O)N2CCCC2)c1)N1CCN(c2ccc(F)cc2)CC1	3.9	-18	-0.9	4	-20	2.2	-2	-1	20	-0.4
Cc1sc2ncnc(N3CCN(Cc4ccccc4)CC3)c2c1-c1ccc(F)cc1	0.7	-4	-1.7	7	6	1.9	-2	-6	-6	3.0

Rows were taken by chance; overall some 3.6% were active at least once.
